Dynein transport: inhibitors of GR-EGFP nuclear translocation, primary screen, dynein cargo transport inhibitor project, imaging, high-content, 3617.4 mouse cells | test concentration mostly 20 µM; stimulated with dexamethasone, 1 µM; active compounds read low | 220,000 tested, 0.47% active | z-score, hits read low;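 active = plate z-score of nuclear minus cytoplasmic receptor signal below a set negative limit, without overly bright fluorescence or cell loss, cut at about -3.5 in these data, passing the limit was not always enough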;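 note: z-score of nuclear minus cytoplasmic ring GR-EGFP intensity difference per well; some compounds called inactive have numbers as strong as hits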
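medium = tetracycline-free induction medium containing charcoal-stripped FBS | probe or stimulus = dexamethasone, 1.0 µM final | timing = 48 h induction, then 1 h compound, then 30 min agonist, 37 °C | detection = automated 10x imaging of fixed Hoechst-stained cells | read-out basis = nuclear versus cytoplasmic GR-EGFP signal, averaged per well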
CSM14.1 death rescue: rescue of cells from ER stress-induced death, primary screen, 384-well, CSM14.1, thapsigargin, ATP luminescence (AID 1222); CSM14.1 thapsigargin-induced death rescue, ATP luminescence; higher % means a stronger effect; cellular ATP content (survival), % at 20 µM; hits with a dose series show EC50 in µM; 190,000 tested, under 10 active;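 active = EC50 below 50 µM in the dose-response confirmation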;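 note: death triggered by thapsigargin at about 15 µM added after 2 h compound pretreatment; cell ATP read after overnight thapsigargin exposure of roughly 18 to 22 hours; normalized against plate controls of thapsigargin alone and 5% DMSO vehicle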
MT stabilizer: microtubule stabilizers in HeLa cells, primary screen, imaging, high-content imaging. HeLa tubulin immunostaining HCS, 24 h; share of cells brighter than vehicle mean+2SD. % tubulin-high responders, % at 10 µM. 200,000 tested, 0.83% active;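 active = plate Z-score above 3 for both tubulin-high and condensed-nucleus cell shares, with cell loss under 80%, at 10 µM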;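 note: anti alpha tubulin signal scored within the nucleus-defined area of each cell; some results filed as inactive read as strong as hits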
Lipid droplet: inhibitors of hepatocyte lipid droplet formation, primary screen, imaging, high-throughput imaging, BODIPY stain; AML12 mouse hepatocytes, oleate lipid droplets; inhibition, % at 6.5 µM; 240,000 tested, 0.4% active; AID 1656, 2009;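 active = lipid droplet intensity inhibited by at least 50%, with more than 500 cells counted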
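Assay system: AML12 hepatocytes (mouse) / Also added: 100 µM oleic acid challenge / Times: overnight treatment with compound plus oleate / Detection: high-content imaging of BODIPY-stained droplets and DAPI nuclei / Evaluation: % inhibition of lipid droplet signal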
Autophagy HCS: autophagy modulators in MEF cells, primary screen, imaging, high-content, MEF GFP-LC3; MEF GFP-LC3 puncta imaging; test concentration mostly 10 µM; calls only at 10 µM (by protocol); 190,000 tested, 0.98% active;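 active = percentage of spot-positive cells more than 3 SD above its plate mean, without a fluorescence outlier flag or 80% toxicity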;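 note: spot-positive cell cutoff set from DMSO-treated cells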
Salmonella PhoP GFP: inhibitors of PhoP regulon expression, primary screen, Salmonella Typhimurium, GFP reporter (AID 1863) | S. Typhimurium PhoP-regulated promoter GFP reporter, 4 h; higher % means a stronger effect | one-dose inhibition, % at 50 µM; IC50 in µM for titrated hits | 300,000 tested, 0.16% active;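 active = inhibition over 29.93%, a cutoff 3 SD above the screen mean, later confirmed by dose response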;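 note: 0% = low Mg2+ inducing control and 100% = high Mg2+ repressing control; strong numbers were not always called active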
Ins promoter up: insulin promoter activators in MIN6 cells, imaging, high-content screening, mouse beta cells; 190,000 tested, 0.3% active; z-score at 5 µM; MIN6 insulin promoter-GFP reporter; active compounds read high;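 active = z-score above 3 at 5 µM with at least 500 cells counted in the well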
b-catenin transl: modulators of beta-catenin nuclear translocation, primary screen, imaging, HeLa cells, immunofluorescence, high-content | nuclear translocation activity, % at 5 µM | 190,000 tested, 0.3% active;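 active = nuclear translocation activity above 50% at 5 µM, with a well cell count of 50 or more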;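 note: per-cell ratio of nuclear to cytoplasmic median beta-catenin stain intensity; plate controls were DMSO negative control for no effect and GSK-3 inhibitor IX positive control for full effect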
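Test system: human HeLa cells, endogenous beta-catenin. Times: 24 h compound exposure, 37°C. Measured by: beta-catenin immunofluorescence imaging with DAPI.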
T cell modulator: modulators of CD8 T cell-vesicle binding, primary screen, mouse 2C CD8+ T cells, flow cytometry. 2C CD8+ T cell-vesicle binding; active compounds read low. 330,000 tested, 0.068% active. calls only at 7 µM;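 active = response, share of CD8 T cells binding vesicles, and their 90th percentile fluorescence all below set limits, cut at about 80% in these data, passing the limit was not always enough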
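Material: 2C TCR transgenic mouse naive CD8+ T cells, MACS-purified. Also added: QL9-charged Drosophila Ld/ICAM-1/B7-1 vesicles. Timing: binding 1.5 h at 37 °C. Measured by: high-throughput flow cytometry with anti-B7-1 and anti-CD8 staining. Read-out: percent CD8+ FL2 mean versus row control. Controls: Unloaded micro-vesicles (low), QL9 vesicles with 0.7% DMSO (high).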
Dynein transport cytoplasmic EGFP: further read-out of Dynein transport, marked with its call; z-score; measured here: cytoplasmic GR-EGFP intensity; active compounds read high
Dynein transport nuclear GR-EGFP: also measured in Dynein transport; calls as there; z-score; measured here: nuclear GR-EGFP intensity;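 lower value marks the stronger effect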
Dynein transport cell count: further read-out of Dynein transport, marked with its call; z-score; measured here: cell count per field
Ins promoter up cell count: further read-out of Ins promoter up, marked with its call; cell count; measured here: cytotoxicity, nuclei count;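 total cells summed across four imaged fields per well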
Lipid droplet cells 6.5 µM: further read-out of Lipid droplet, marked with its call; cell count; measured here: cell count, cytotoxicity flag;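 cells counted across two imaged fields per well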
b-catenin transl cell count 5 µM: also measured in b-catenin transl; calls as there; cell count; measured here: cell count, cytotoxicity flag
T cell modulator vesicle-bound %: also measured in T cell modulator; calls as there; double positive events, %; measured here: CD8+ vesicle-bound cell fraction;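 binding gate set so that unloaded-vesicle control wells show 10% double positive cells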
MT stabilizer Hoechst-high %: recorded beside MT stabilizer, whose call it bears; % Hoechst-high responders; measured here: nuclear condensation Hoechst responders;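 share of cells brighter than vehicle mean plus two SD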
MT stabilizer cytotoxicity %: recorded beside MT stabilizer, whose call it bears; toxicity, %; measured here: cytotoxicity by cell density;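 0% = mean cell density of plate MIN control wells and 100% = no cells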
Autophagy HCS cell loss 18 h: second read-out of Autophagy HCS, no call of its own (marks repeat the call); toxicity, %; measured here: cell loss, nuclei count;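 cell loss after 18 h compound exposure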
Starred values were filed as active, the others as inactive; i = inactive; nt = not tested or not shown. Random draw from the library; overall some 3% were active at least once.

compound	Dynein transport	Dynein transport cytoplasmic EGFP	Dynein transport nuclear GR-EGFP	Dynein transport cell count	CSM14.1 death rescue	MT stabilizer	MT stabilizer Hoechst-high %	MT stabilizer cytotoxicity %	Lipid droplet	Lipid droplet cells 6.5 µM	Autophagy HCS	Autophagy HCS cell loss 18 h	Salmonella PhoP GFP	Ins promoter up	Ins promoter up cell count	b-catenin transl	b-catenin transl cell count 5 µM	T cell modulator	T cell modulator vesicle-bound %
Cc1ccc(Cn2c(SC3CCOC3=O)nc3ccccc3c2=O)cc1 (stereo unspecified)	0.194	-0.14	-0.105	-0.682	-2.5%	2.6	2.9	10.3	-10.5	639	i	7.9	-2.1%	0.12	1344	1.3	961	i	33.0
CC(C)CCOc1ccc(C2(C)NC(=O)N(CN3CCOCC3)C2=O)cc1 (stereo unspecified)	-0.856	-0.0935	0.373	0.284	0.8%	3.4	2.8	9.3	-1.1	682	i	19.8	3.9%	-0.85	958	-1.4	1106	i	25.0
Cc1noc(C)c1COC(=O)c1ccc2c(c1)OCO2	0.187	-0.206	0.0888	0.375	-0.1%	2.1	1.2	7.2	nt	nt	i	2.6	-1.0%	-0.56	1079	1.6	1058	i	39.0
Cc1ccc(C(=O)NC(NCc2ccco2)C(Cl)(Cl)Cl)cc1 (stereo unspecified)	-0.553	-0.235	-0.189	0.287	1.0%	2.9	2.6	6.7	-7.1	650	i	-12.3	-12.1%	0.95	1353	-0.8	1110	i	46.4
Cc1ccc(N2C(N)=C(C#N)C(c3cccs3)C3=C2CC(C)(C)CC3=O)cc1 (stereo unspecified)	1.03	-0.168	0.879	-0.373	1.3%	1.2	1.3	8.7	11.7	755	i	-7.8	-12.6%	0.35	836	nt	nt	i	35.3
O=CN1CCN(S(=O)(=O)c2ccc(Cl)c(C(=O)O)c2)CC1	1.56	-0.248	0.921	-1.94	-0.2%	4.6	3.0	5.3	-6.5	671	i	-4.2	-3.6%	-0.06	1059	-0.5	1109	i	52.9
CC1CCCN(c2ccc(/C=C(\C#N)c3nn(-c4ccccc4)c(N)c3C#N)cc2[N+](=O)[O-])C1 (stereo unspecified)	1.9	0.00345	1.69	-1.17	-0.7%	3.5	1.5	4.9	nt	nt	i	21.2	-6.1%	1.91	1545	0.0	1384	i	34.8
O=C(CCCCCn1c(=S)[nH]c2ccc(N3CCOCC3)cc2c1=O)NCc1cccc(Cl)c1	-0.109	-0.325	0.0373	0.661	-0.8%	4.1	3.5	0.6	-11.7	660	i	25.6	-5.1%	nt	nt	-1.8	1089	i	25.2
CC1(C)Cc2c(c(-c3ccco3)nc3sc4c(NCCCO)ncnc4c23)CO1	2.27	-0.267	2.5	-0.643	nt	nt	nt	nt	nt	nt	nt	nt	9.7%	-1.37	936	2.9	1189	i	28.5
O=C(O)C1CC(c2ccc(F)cc2)=NO1 (stereo unspecified)	-0.31	-0.276	0.42	0.407	-0.3%	1.6	1.9	2.9	5.1	778	i	-5.6	5.3%	0.25	873	nt	nt	i	21.2
CCn1cc(CNC(=O)c2cc(COc3ccc(F)cc3Cl)on2)cn1	-0.609	-0.301	-0.452	0.679	0.3%	9.7	23.2	20.7	7.5	700	i	4.9	-11.5%	-0.45	1665	1.7	1584	i	63.0
CCCCn1c(=S)[nH]c2c(oc3ccc(Cl)cc32)c1=O	-0.259	-0.269	0.148	0.789	0.7%	8.5	1.1	97.0	0.9	735	i	4.4	-11.4%	0.23	698	3.6	1131	nt	nt
Cn1c(=O)c2c(Nc3ccc(F)cc3)cc(=O)n(-c3ccccc3)c2n(C)c1=O	0.0107	-0.288	-0.107	0.748	nt	nt	nt	nt	18.4	668	nt	nt	-5.5%	0.51	1142	0.7	1342	i	48.2
COc1ccc(/C=C/c2nnc(NC(=O)CSc3ccc(C)cc3)s2)cc1	0.628	0.0207	1.23	-1.64	nt	nt	nt	nt	11.4	687	nt	nt	7.6%	0.5	842	-0.6	1418	i	15.7
CC(=O)NC(=S)Nc1ccccc1F	1.83	-0.00994	2.2	-2.02	-1.5%	3.3	1.1	13.6	5.2	660	i	-7.3	4.5%	0.71	1698	0.6	862	i	35.4
COc1ccc2nc(NC(C)=O)sc2c1	-0.718	-0.0616	-0.928	0.952	-0.7%	2.9	1.7	3.8	nt	nt	i	4.8	9.9%	-0.14	1581	-1.2	1361	i	23.2
COc1ccc2c(c1)nc(SCC(=O)C(C)(C)C)n2C	0.729	-0.154	0.972	-0.424	-2.4%	2.2	1.9	6.1	nt	nt	i	13.5	-7.6%	0.49	1465	-0.7	1344	i	18.4
CC(C)c1ccc(/C=C/C(=O)NCCC2=CCCCC2)cc1	0.491	-0.275	-0.0409	-0.478	-0.1%	2.9	2.5	4.1	-7.8	600	i	5.3	-1.2%	0.21	1474	-0.4	1083	i	24.6
CCCCOC(=O)c1nnc(-c2ccc(Cl)cc2)o1	0.427	-0.15	0.0799	-2	nt	nt	nt	nt	1.9	747	nt	nt	-8.5%	nt	nt	-1.5	1255	i	33.3
CCN1CCN(CCCNC(=O)c2cn(CCOC)c(=O)c3c2c2ccccc2n3C)CC1	1.01	1.33	0.674	0.17	-1.8%	2.5	1.5	6.2	-13.3	711	i	8.7	-2.9%	-0.53	1839	-0.4	1116	i	41.1
CCOC(=O)c1ccccc1-c1cn2cc(Cl)ccc2n1	-0.442	0.775	0.221	-0.118	nt	4.2	3.8	8.9	-28.7	714	i	2.4	2.0%	-0.74	1324	-2.4	1066	i	65.3
CN1C(=O)CS/C1=N\NC(=O)COc1cccc2cccnc12	0.522	0.828	0.627	-0.532	0.3%	3.7	1.6	5.7	22.7	718	i	-0.6	0.5%	0.56	1425	-0.9	1517	i	15.2
Cc1[nH]c2ccccc2c(=O)c1CN(C)Cc1ccccc1	-0.722	-0.263	-0.118	0.875	nt	2.9	1.5	30.9	10.4	668	i	4.2	0.0%	-0.5	1393	nt	nt	i	18.4
COc1ccc(Nc2nnc(-c3ccc(C)cc3)c3ccccc23)cc1C(=O)N1CCCCC1	0.924	-0.239	0.67	-1.16	6.3%	3.3	6.1	11.3	33.9	668	i	2.0	3.5%	-0.6	1197	-1.3	913	i	61.2
CC(C)=CCc1c(O)c(CC=C(C)C)c2c(c1O)C(=O)CC(c1ccc(O)cc1)O2 (stereo unspecified)	-0.377	-0.267	-0.0863	0.317	-3.7%	3.2	1.9	8.8	-22.0	688	i	-2.8	-5.6%	-2	1294	-3.9	1197	i	39.2
O=C(CCN1C(=O)c2ccccc2C1=O)Nc1ccc(-c2cn3ccsc3n2)cc1	0.523	-0.209	0.096	-0.0919	-2.0%	3.7	2.5	7.4	nt	nt	i	7.6	31.0%	-0.34	1474	-3.3	853	i	17.2
OC(CCN1CCOCC1)(c1ccc(Cl)cc1)C1CCCCC1 (stereo unspecified)	1.34	-0.232	0.776	-0.734	-2.1%	2.4	0.0	31.3	0.8	797	i	-4.3	6.5%	-0.55	1319	-0.9	945	i	53.6
O=C(CNc1ccccc1)N/N=C/c1ccc2c(c1)OCCO2	-0.146	-0.15	0.144	-1.33	-0.8%	3.1	1.9	7.4	34.2	597	i	2.8	21.6%	0.5	1482	0.1	1048	i	54.1
CCC(=O)N1CCN(c2ccnc3cc(Cl)ccc23)CC1	-0.847	0.353	0.0404	1.39	nt	nt	nt	nt	14.4	709	nt	nt	-5.5%	-0.22	1085	0.7	1261	i	55.5
Cc1nn(-c2ccccc2Cl)c(Cl)c1/C=C(\C#N)C(N)=O	-0.439	-0.132	0.498	-0.203	-1.2%	5.7	4.3	4.4	-27.2	724	i	-0.1	-0.6%	-0.89	1216	nt	nt	i	44.8

Screening results as filed in PubChem.
